# Screening results as filed in PubChem.
# PGE2 EP2 inh = inhibitors of human EP2 prostaglandin E2 receptor | inhibition, % at 25 µM | AID 1422 | 0.52% of 260,000 active | P43116 | C6 glioma cells expressing human EP2, cAMP TR-FRET; cells stimulated with saturating PGE2;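 active means percent inhibition above 40 after rounding to a whole number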;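 further: rat C6 glioma host cells with rolipram phosphodiesterase inhibitor present; the protocol text gives 20 µM as final concentration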
# Target sequence (P43116 whole entry, looked up): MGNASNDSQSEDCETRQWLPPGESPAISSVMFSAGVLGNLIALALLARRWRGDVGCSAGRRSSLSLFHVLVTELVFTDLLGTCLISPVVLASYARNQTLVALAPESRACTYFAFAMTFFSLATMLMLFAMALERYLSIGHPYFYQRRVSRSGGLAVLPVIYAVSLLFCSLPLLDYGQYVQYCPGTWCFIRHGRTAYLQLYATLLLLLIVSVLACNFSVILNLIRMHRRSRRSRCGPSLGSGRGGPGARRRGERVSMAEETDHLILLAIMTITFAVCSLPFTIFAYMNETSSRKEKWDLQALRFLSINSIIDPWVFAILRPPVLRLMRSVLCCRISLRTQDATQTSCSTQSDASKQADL
# Rad51 HR inh = blocks human Rad51 in homologous recombination | Q06609 | hRad51 DNA strand exchange, fluorescence dequenching | inhibition, % at 10 µM | 0.085% of 200,000 active | AID 1385;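 active means inhibition above 40% at the single screening dose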;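 further: 0% = DMSO control wells and 100% = blanks with heterologous ssDNA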
# Target sequence (Q06609 whole entry, looked up): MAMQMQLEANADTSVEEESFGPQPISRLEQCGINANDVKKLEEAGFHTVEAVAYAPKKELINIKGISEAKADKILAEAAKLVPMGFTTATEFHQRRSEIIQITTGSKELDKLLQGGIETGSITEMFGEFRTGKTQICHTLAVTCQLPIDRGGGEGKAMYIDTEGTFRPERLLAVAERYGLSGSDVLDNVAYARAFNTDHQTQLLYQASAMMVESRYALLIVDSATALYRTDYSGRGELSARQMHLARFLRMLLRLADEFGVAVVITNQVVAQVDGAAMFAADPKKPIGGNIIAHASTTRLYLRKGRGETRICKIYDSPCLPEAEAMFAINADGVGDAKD
#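 Read-out basis: percent inhibition relative to plate controls and blanks / Assay system: human Rad51 nucleoprotein filaments preassembled on unlabelled ssDNA / Timing: filaments 15 min 37 °C, then compound 30 min / Control set: per-plate controls and blanks / Technique: fluorescence dequenching at 485/520 nm / Compound: 10 µM final, single point / Also added: Fluorescein- and BHQ1-tagged 47-mer duplex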
# * = called active by the depositor.
SMILES,PGE2 EP2 inh,Rad51 HR inh
CCC1(CC)C(=O)C2=C3C1[C@H](C(=O)OC)C=C(C(=O)OC)C[C@H]3n1c(=O)n(C)c(=O)n1[C@H]2C (some centres not stated),17,1
C=CCOC(=O)C1=C[C@H](c2csc3ccccc23)C[C@H](OCCCCO)O1,4,1
O=C(NCc1ccccc1)C1=C[C@@H](c2ccccc2)C[C@@H](OCCCCO)O1,9,8
COc1ccc(-c2csc(NCCc3nc4cc(C(=O)NCCCO)ccc4n3Cc3ccc(C)cc3)n2)cc1,8,-9
COc1cc(F)c(C(=O)NC(C)(C)CO)cc1OC,5,-4
O=C(O)C[C@H]1c2ccc(C(F)(F)F)cc2S(=O)(=O)N1Cc1ccccc1,20,-4
CC(Cc1ccccc1)Nc1ncnc2c1ncn2C1OC(CO)C(O)C1O (configuration not stated),14,-5
CCOC(=O)CN1C(=O)N[C@@H](c2cccc(C(F)(F)F)c2)[C@H](C(C)=O)[C@H]1C,4,-9
COc1cc(CCCN2C(=O)C(=O)NC[C@H]2Cc2cccc3ccccc23)cc(OC)c1OC,10,-1
CC1(c2nnc(-c3ccncc3)o2)CC(c2ccc(Cl)cc2)=NO1 (configuration not stated),11,1
O=C(NCCCN1CCOCC1)c1onc(CSc2ccccc2)c1C(=O)NCCCN1CCOCC1,15,-2
COC(=O)[C@@]1(Cc2ccccc2)C=C[C@@H](C)N1C(C)=O,14,-6
COC(=O)[C@H]1C[C@@H]1[C@H](NC(=O)c1cccnc1)c1ccccc1,7,-2
COC(=O)C1=C(C)N(Cc2ccccc2)C(=O)N[C@H]1c1cccc(F)c1,11,1
CCOC(=O)[C@@H]1[C@H]2COc3cc(OC)ccc3[C@@H]2N2C(=O)N(c3ccc(C)cc3)C(=O)[C@]12C,17,2
CC1=C(C(=O)OCc2ccccc2)C(c2ccccc2OS(=O)(=O)c2ccc(C)cc2)NC(=O)N1CCCC(=O)O (configuration not stated),14,-12
COCOc1ccc(/C=C/C(=O)c2c(OCOC)cc(OCOC)c(CC=C(C)C)c2O)cc1OCOC,14,-5
C1CN(c2nc3nonc3nc2N2CCOCC2)CCO1,11,4
C[C@@H](O)[C@H]1C(=O)N2C(C(=O)O)=C(S[C@@H]3CN[C@H](C(=O)N(C)C)C3)[C@H](C)[C@H]12,9,-9
Cc1nc(C2CCCCC2)c(-c2ccccc2)c(N2CCOC2=O)c1C,9,5
COc1ccccc1CN1C(=O)[C@H]2Cc3c([nH]c4ccccc34)C(C)(C)N2C1=O,17,8
COc1ccc(CN2C(=O)[C@@H]3Cc4c([nH]c5ccccc45)C(C)(C)N3C2=O)cc1,8,-5
Cc1nc(NC(=O)c2ccccc2)sc1C1(C)CC(c2ccc(OC(F)(F)F)cc2)=NO1 (configuration not stated),10,0
C#CCNC(=O)C1=C[C@H](c2ccc(C#C)cc2)C[C@H](OCc2ccc(CO)cc2)O1,23,7
c1ccc(-c2ccc3c(n2)CCCO3)cc1,26,-10
# Following part.
SMILES,PGE2 EP2 inh,Rad51 HR inh
CCC1CCCCN1Cc1nc2c(c(=O)n(C)c(=O)n2C)n1CC(C)C (configuration not stated),8,8
O=C(NC1=NCCS1)c1cc(-c2ccccc2)nn1-c1ccccc1,8,-1
Cc1ccc(Cn2c(C(C)Nc3nc(-c4ccc(F)cc4)cs3)nc3cc(C(=O)NCCCO)ccc32)cc1 (configuration not stated),7,-15
Cc1cc2oc3ccc(NCCCN4CCOCC4)cc3c(=O)c2cc1C,27,2
COc1ccc(Cl)cc1NC(=O)c1cnc2n(c1=O)CCS2,18,5
COC(=O)C1=C(CCc2ccccc2)NC(=O)NC1c1ccc(C#N)cc1 (configuration not stated),12,3
CCCNC(=O)C1(CC2CC(c3ccccc3)=NO2)CCN(C(=O)OC(C)(C)C)CC1 (configuration not stated),27,6
CC1(C)CC(=O)C2=C(C1)NCN(CCCN1CCOCC1)C2,2,-5
Cc1ccc(C2=CC(c3ccccc3)n3ncnc3N2)c(C)c1 (configuration not stated),19,0
C=CCn1nc(-c2ccccc2)cc1C(=O)OCC,11,10
O=C(NCCc1ccccc1)[C@@H]1CC=C[C@@H]2CCN(Cc3ccc(Cl)c(Cl)c3)C(=O)[C@@H]21,12,5
Cc1noc(C)c1-c1ccc2nc[nH]c(=O)c2c1,9,0
C#CCCOC(=O)N1C2=NC(C(=O)OC)=C(C(=O)OC)[C@@H]3Nc4ccccc4[C@]23C[C@H]1C(=O)OC,11,4
CC1Oc2cc3oc4c(O)c5c(cc4c(=O)c3c(O)c2C1(C)C)C=CC(C)(C)O5 (configuration not stated),22,-2
CCOc1cc2c(C#N)c(N(CC)CC)nc(N)c2c(N)n1,11,-5
CCCNC(=O)c1onc(CSc2ccc(Cl)cc2)c1C(=O)NCCC(C)C,11,0
COc1ccc(-c2csc(NC(C)c3nc4cc(Cl)c(N5CCCCC5)cc4n3CCCO)n2)cc1 (configuration not stated),8,-2
Cc1c(C)c2c(c(C)c1O)CC[C@@](C)(CCC[C@H](C)CCC[C@H](C)CCCC(C)C)O2,11,5
CCC(C)[C@H]1CN=C(N)N1CCc1cccc(F)c1 (some centres not stated),19,-14
COCC(C)n1c(C)cc(C(=O)COC(=O)c2c(NC(C)=O)sc(C)c2C)c1C (configuration not stated),9,2
CN1C(=O)OC(C)(C)C1=O,14,10
CCOC(=O)N1CCN(C(=O)COc2ccc(S(=O)(=O)NC(C)C)cc2)CC1,9,-2
CCOC(=O)CN1C(=O)N[C@@H](c2cccs2)C(C(C)=O)=C1C,10,4
CC1(OC(=O)c2ccc(Cl)nc2)C(=O)C=C2C=C(C3CC3)OC=C2C1=O (configuration not stated),22,-20
O=C1C=C(c2ccc3c(c2)OCO3)CCC1,13,12

# Sorted by SMILES length (descending): three of the compounds above.
SMILES,PGE2 EP2 inh,Rad51 HR inh
O=C(NCCc1ccccc1)[C@@H]1CC=C[C@@H]2CCN(Cc3ccc(Cl)c(Cl)c3)C(=O)[C@@H]21,12,5
Cc1nc(NC(=O)c2ccccc2)sc1C1(C)CC(c2ccc(OC(F)(F)F)cc2)=NO1 (configuration not stated),10,0
CCOC(=O)CN1C(=O)N[C@@H](c2cccs2)C(C(C)=O)=C1C,10,4

# (more compounds)
SMILES,PGE2 EP2 inh,Rad51 HR inh
O=C(Nc1ccc(C2CCCCC2)cc1)C1CCN(c2ncccn2)CC1,5,-4
COC(=O)[C@H]1[C@@H](C)N(CCc2cc(OC)c(OC)c(OC)c2)C(=O)N[C@H]1c1ccccc1,26,-5
COC(=O)CNC(=O)C1Nc2ccccc2C2C=CCC12 (configuration not stated),27,-3
O=C(Nc1ccccc1)C1=C[C@H](C2CCCCC2)C[C@H](OCCCCO)O1,13,-5
CCOC(=O)CN1C(=O)N[C@@H](c2cccs2)C(C(=O)OC)=C1C,7,1
CC(=O)n1cc([C@H]2C=C(C(N)=O)O[C@@H](OCc3ccc(CO)cc3)C2)c2ccccc21,23,2
Cc1ccc(-c2csc(NC(CO)c3nc4ccccc4n3CCOCCO)n2)cc1 (configuration not stated),6,2
O=C(NCc1ccccc1)C1=C[C@H](c2ccccc2)C[C@H](OCc2ccc(CO)cc2)O1,1,5
COC(=O)c1cccc(NC(=O)Cn2cnc3c2c(=O)n(C)c(=O)n3C)c1,4,3
Cc1noc(C)c1COC(=O)c1cc2c(C)nn(-c3ccc(F)cc3)c2s1,7,0
CCN(CC)c1nc(N)c2c(N)nc(OC)cc2c1C#N,7,7
C=C1CCN([C@H](C(=O)O)C(C)C)S(=O)(=O)c2ccccc21,14,2
COC(=O)[C@@]1(Cc2ccc(OC)cc2)[C@H]2c3cc(C(=O)N(C)C)n(Cc4c(CO)[nH]cc(C)c4=O)c3C[C@H]2CN1C(=O)c1ccccc1,9,0
C=CCNC(=O)c1onc(CSc2ccccc2)c1C(=O)NCC=C,12,-3
CC(O)[C@H]1CN=C(N)N1CC(C)(C)C (some centres not stated),4,1
CC(=O)C[C@H]1c2ccccc2S(=O)(=O)N1C1CCCCC1,1,1
COC(C/C=C\C(=O)[C@H](C)OCc1ccccc1)OC,7,2
O=C1Nc2cc(Cl)ccc2Nc2cscc21,13,1
CC(=O)c1c(C)nn(C(=O)N2CCOCC2)c1C,12,2
CC1(C)c2[nH]c3ccccc3c2C[C@H]2C(=O)N(Cc3cccc(F)c3)C(=O)N21,1,8
Cc1csc2ncc(C(=O)Nc3cccc(C(F)(F)F)c3)c(=O)n12,16,4
CC(C)CNC(=O)C1Nc2ccc(C(F)(F)F)cc2C2C=CCC12 (configuration not stated),6,-13
Cn1c(=O)c2c(nc(SC3C(=O)CC(C)(C)CC3=O)n2C)n(C)c1=O,17,7
CC(=O)O[C@H]1C(=O)[C@]2(C)[C@H]([C@H](OC(=O)c3ccccc3)[C@]3(O)C[C@H](OC(=O)[C@H](O)[C@@H](NC(=O)c4ccccc4)c4ccccc4)C(C)=C1C3(C)C)[C@]1(OC(C)=O)CO[C@@H]1C[C@@H]2O,13,2
CC(C)CCNC(=O)C1CC2Cn3c(nc4cc(Cl)c(Cl)cc43)C2N1C (configuration not stated),13,-4

# Entries of single compounds, looked up by structure. Order of screens: PGE2 EP2 inh | Rad51 HR inh
# CCN(CC)c1nc(N)c2c(N)nc(OC)cc2c1C#N is listed as 7 | 7
# CCC(C)[C@H]1CN=C(N)N1CCc1cccc(F)c1 (some centres not stated) is listed as 19 | -14
# COC(=O)[C@@]1(Cc2ccccc2)C=C[C@@H](C)N1C(C)=O is listed as 14 | -6

# Additional compounds.
SMILES,PGE2 EP2 inh,Rad51 HR inh
CC1(C)CC(=O)C=C(c2ccc3c(c2)OCO3)C1,7,-4
COc1c(Cl)cc(C(=O)O)cc1Cl,20,11
CCOC(=O)C1=C(C)N(C)C(=O)NC1c1cccc([N+](=O)[O-])c1 (configuration not stated),15,-1
CCC1(CC)C(=O)Nc2ccccc21,14,6
Cc1ccc(-n2c3c(cc(C(=O)NCCCN4CCOCC4)c2=O)C(=O)CC(C)(C)C3)cc1,2,1
COc1ccc(Cl)cc1Nc1nc(NCCO)nc(N2CCCCC2)n1,8,7
CC(=O)C[C@H]1c2cc(C(F)(F)F)ccc2S(=O)(=O)N1c1ccccc1,14,1
O=[N+]([O-])c1cc(-c2csc(NCCc3nc4cc(C(F)(F)F)ccc4n3CCCO)n2)ccc1Cl,10,0
CC(C)n1nc(Cc2cccc3ccccc23)c(C#N)c1N,11,0
O=C(O)C1=C[C@H](c2ccc3c(c2)OCO3)C[C@H](OCCCCO)O1,1,-11
NC(=O)COC(=O)C(Cc1ccccc1)NS(=O)(=O)c1ccccc1F (configuration not stated),9,3
O=c1[nH]c2ccccc2cc1-c1nnn(-c2ccc(Cl)c(Cl)c2)n1,15,-3
CC[C@@H]1CN(C)[C@H]2Cc3c([nH]c4ccccc34)C(=O)C[C@@H]1[C@@H]2C(=O)OC,17,3
CC(C)(C)NC(=O)[C@@H]1CN(Cc2cccnc2)CCN1C[C@@H](O)C[C@@H](Cc1ccccc1)C(=O)N[C@H]1c2ccccc2C[C@H]1O,11,-2
COc1c2c(cc3oc(=O)c4c5ccc(O)cc5oc4c13)OC(C)(C)CC2,22,0
CCCCN1CC[C@H]2C=CC[C@@H](C(=O)NCc3ccc(OC)cc3)[C@H]2C1=O,14,3
Nc1ccc(C#Cc2c(-c3ccsc3)oc3ccc(N4CCOCC4)cc23)cc1,17,-4
CCCNC(=O)C1CC(c2ccccc2[N+](=O)[O-])=NO1 (configuration not stated),15,-2
O=C1N[C@@H](Cc2ccccc2)C(=O)N2[C@@H]1C[C@]1(Br)c3ccccc3N(S(=O)(=O)c3ccccc3)[C@H]21,10,-9
C=C1CCN([C@@H](CC(C)C)C(=O)N2CCCC2)S(=O)(=O)c2ccccc21,25,-12
C#CCNC(=O)C1=C[C@@H](c2ccc(C(F)(F)F)cc2)C[C@@H](OCc2ccc(CO)cc2)O1,13,3
COC/C=C/C1=CC2=CC(=O)C(C)(OC(=O)c3cccs3)C(=O)C2=CO1 (configuration not stated),17,13
O=C1CC2(CCCC2)Oc2ccc(Cl)cc21,7,-1
COC/C=C/C1=CC2=CC(=O)C(C)(OC(=O)c3cnc4ccccc4n3)C(=O)C2=CN1CCc1ccccn1 (configuration not stated),0,-3
Cc1csc(NC(CO)c2nc3ccccc3n2CCOCCO)n1 (configuration not stated),10,2
# (continued)
SMILES,PGE2 EP2 inh,Rad51 HR inh
CC(C)=CCc1cc2c(=O)c3c(O)c4c(cc3oc2c(O)c1O)OC(C)C4(C)C (configuration not stated),32,-8
COc1cccc(-c2nc(-c3ccc(C(=O)O)cc3)no2)c1,10,6
Cc1nc(N2CCN(C(=O)c3ccco3)CC2)c2oc3ccccc3c2n1,8,-5
CCOC(=O)N1C2=NC(C(=O)OC)=C(C(=O)OC)[C@@H]3N(Cc4ccccc4)c4ccccc4[C@]23C[C@H]1C(=O)OC,11,-1
CCc1nnc(SCc2cccc(F)c2)nc1CC,-4,1
COc1ccc(NC(=O)CCCCC#Cc2ccccc2)cc1,13,-16
c1ccc(-c2cnc(-c3ccccc3)nn2)cc1,17,1
CC12C=CC(=O)C=C1CCC1C2C(=O)C[C@@]2(C)C1CCC2(O)C(=O)CO (some centres not stated),8,-2
COc1ccc(-c2oc3ccc(N4CCOCC4)cc3c2C#Cc2ccc(N)cc2)cc1,13,3
CN1[C@@H]2CC[C@H]1CC(OC(=O)c1c[nH]c3ccccc13)C2 (some centres not stated),11,5
Clc1cc(Cl)cc(C2=NC(Cc3ccccc3)CO2)c1 (configuration not stated),6,-2
O=C1N[C@@H](Cc2cn(S(=O)(=O)c3ccccc3)c3ccccc23)C(=O)N[C@H]1Cc1ccccc1,19,3
CC(C)NC(=O)c1onc(CSc2ccncc2)c1C(=O)NC(C)C,12,9

# As entered above:
# PGE2 EP2 inh with `CCc1nnc(SCc2cccc(F)c2)nc1CC` reads -4
# Rad51 HR inh with `Clc1cc(Cl)cc(C2=NC(Cc3ccccc3)CO2)c1` (configuration not stated) reads -2
# PGE2 EP2 inh with `COc1cccc(-c2nc(-c3ccc(C(=O)O)cc3)no2)c1` reads 10

# An excerpt (hit frequency here may not be typical).
